High-throughput results from PubChem BioAssay.
dFosB act: enhances mouse delta FosB homodimer DNA binding | purified delta FosB, TAMRA-CDK5 oligo fluorescence polarization; percent of positive-control signal above neutral wells | AID 493131 | activation, % at 25 µM | 0.99% of 340,000 active | P13346;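 active = mean activation above about 17%, with every replicate also reaching it, limit read from the data, passing the limit was not always enough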;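 also: fluorescence polarization rise as delta FosB binds a TAMRA Cdk5 AP-1 oligo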
Target sequence (P13346 whole entry, looked up): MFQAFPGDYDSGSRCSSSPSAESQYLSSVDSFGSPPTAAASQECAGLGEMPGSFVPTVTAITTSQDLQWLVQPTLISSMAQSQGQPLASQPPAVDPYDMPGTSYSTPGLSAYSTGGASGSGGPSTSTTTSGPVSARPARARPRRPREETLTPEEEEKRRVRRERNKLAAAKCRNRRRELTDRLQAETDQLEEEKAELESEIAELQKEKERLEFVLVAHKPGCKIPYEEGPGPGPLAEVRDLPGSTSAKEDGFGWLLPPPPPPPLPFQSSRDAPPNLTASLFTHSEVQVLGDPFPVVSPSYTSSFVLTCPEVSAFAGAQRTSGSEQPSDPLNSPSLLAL
Arrestin-AP2 inh: inhibitors of human beta-arrestin and AP2 interaction; FITC-arrestin peptide / GST-AP2 beads, flow cytometry; AP2 beta2 appendage carries R879A mutation; inhibition, % at 10 µM; 0.31% of 340,000 active; AID 504490;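 active = inhibition above a set limit, near 3 SD of compounds lacking own fluorescence, cut at about 54% in these data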;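 also: plate controls were DMSO wells for no effect and 5 µM unlabelled arrestin peptide for full effect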
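System: GST-AP2 R879A glutathione beads; medium: PBS, Tween 20 0.05%, BSA 0.1%; reagent: fluorescein-tagged arrestin peptide at 50 nM final; schedule: pre-incubation 12 min, peptide binding 1 h, room temperature; detection: flow cytometry, FL1 (488/535 nm); read-out: inhibition as reduced fluorescein signal on beads, percent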
PKA-R1A activ: activators of PKA-R1A complex. activation, % at 11.4 µM. 0.083% of 340,000 active. P00514+P68181. PKA-R1A dissociation, Cy5-IP20 fluorescence polarization; scaled: DMSO 0%, 113 µM cGMP 100%;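 active = percent activation above the mean of all tested compounds plus 3 SD, cut at about 19% in these data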;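 also: higher means more PKAc released from R1A so a rise in polarization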
Mot1-301 SUMO: inhibitors of SUMOylation pathway: yeast Mot1-301 growth rescue. S. cerevisiae Mot1-301 growth rescue, ATP luminescence, 38.5C; percent above DMSO median, 100 means doubled. growth rescue, % at 18.8 µM. 1% of 320,000 active. AID 2716;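 active = every valid replicate shows activation above 250% relative to neutral control wells; inactive = the rest, any valid replicate at or below 250%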;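 also: OY570 slx delta 5 strain wells were the positive control but not used for scaling; some compounds called inactive have numbers as strong as hits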
SR-BI HDL uptake: mouse SR-BI HDL lipid transfer inhibition; ldlA[mSR-BI] CHO cells, DiI-HDL uptake fluorescence, 3 h; inhibition, % at 12.5 µM; 0.96% of 320,000 active;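 active = mean replicate inhibition of at least 70% and a set share of replicates each scoring 70 or more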;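 also: 0% = median of neutral control wells and 100% = median of positive control wells; values of inactives mirror those of a sister screen read the other way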
NSD2 inh: NSD2 (human) methyltransferase inhibition; O96028; NSD2 peptide methylation, AlphaScreen, 120 min; inhibition, % at 12.5 µM; 0.54% of 310,000 active; AID 743445; in the data active = inhibition above about 50%
DSG3 Ab inh: inhibitors of pemphigus antibody binding to human desmoglein-3; P32926; DSG3-coupled beads, scFv-anti-DSG3-GFP binding, flow cytometry; active compounds read low; binding (percent of control), % at 10 µM; 0.48% of 310,000 active;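 active = binding more than 3 SD below its plate's average and above zero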;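 also: hits lower antibody fragment binding to DSG3; some compounds called inactive have numbers as strong as hits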
CDK5 p35 inh: CDK5/p35 (human) kinase inhibition; Q00535+Q15078; inhibition, % at 10 µM; 0.01% of 330,000 active; Recombinant CDK5/p35, ADP-Glo luminescence, 60 min; AID 488839;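 active = highest replicate inhibition of at least 50% and at least 75% of replicates reaching 50%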;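 also: plate controls were DMSO neutral control for no effect and GW8510 at 10 µM for full effect; many of its hits are not listed in these tables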
Target sequence (Q00535 whole entry, looked up): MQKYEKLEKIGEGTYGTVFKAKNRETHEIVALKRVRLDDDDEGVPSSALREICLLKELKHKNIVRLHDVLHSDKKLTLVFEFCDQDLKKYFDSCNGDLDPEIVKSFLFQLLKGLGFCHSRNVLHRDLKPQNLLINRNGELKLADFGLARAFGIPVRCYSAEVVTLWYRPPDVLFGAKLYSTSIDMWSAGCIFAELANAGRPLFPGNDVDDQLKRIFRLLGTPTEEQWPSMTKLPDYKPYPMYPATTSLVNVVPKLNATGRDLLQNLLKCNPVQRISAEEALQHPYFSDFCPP
Target sequence (Q15078 whole entry, looked up): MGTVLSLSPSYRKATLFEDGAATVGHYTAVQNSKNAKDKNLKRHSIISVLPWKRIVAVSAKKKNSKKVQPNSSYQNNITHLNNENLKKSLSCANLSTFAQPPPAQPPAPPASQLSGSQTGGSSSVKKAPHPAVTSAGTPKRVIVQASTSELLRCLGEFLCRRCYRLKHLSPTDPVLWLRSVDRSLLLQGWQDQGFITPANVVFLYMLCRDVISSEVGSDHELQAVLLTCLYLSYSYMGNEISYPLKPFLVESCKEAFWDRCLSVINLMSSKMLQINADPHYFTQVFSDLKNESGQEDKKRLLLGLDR
SR-BI DiI-HDL act: activators of SR-BI mediated HDL lipid uptake | 0.096% of 320,000 active | activation, % at 12.5 µM | CHO ldlA[mSR-BI] cells, DiI-HDL uptake fluorescence, 3 h; 100 = double the neutral-control signal | AID 504775;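 active = mean replicate activation of at least 60% and every replicate at or above 60%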;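 also: 0% = median plate neutral-control signal and 100% = twice that signal; values of inactives mirror those of a sister screen read the other way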
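Test system: SR-BI-overexpressing, LDLR-lacking CHO cells; Also added: labelled HDL, 10 µg/mL; Measured by: bottom-read cell fluorescence after medium removal, ex 550/em 595 nm; Timing: 3 h uptake period with compound, 37 °C; Buffer or medium: F12, 0.5% BSA, 25 mM HEPES; Doses: single compound concentration, delivered by pin transfer.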
MITF TRPM1 HTS: MITF TRPM1 promoter activation in melanoma cells | activation, % at 12.5 µM | SK-MEL-5 TRPM1-promoter luciferase, 24 h; % of positive control, neutral wells = 0 | 0.75% of 300,000 active;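 active = mean activation of at least 80% with every replicate also reaching 80%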;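 also: 0% = neutral control wells and 100% = parthenolide positive control wells; values of inactives mirror those of a sister screen read the other way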
PKA-R2B activ: PKA-R2B complex activation; PKA-R2B holoenzyme dissociation, Cy5-IP20 fluorescence polarization; R2B truncated from residue 108, S112A mutant; 0% DMSO only, 100% 113 µM cGMP; activation, % at 11.4 µM; 0.079% of 340,000 active;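 active = activation above a cutoff set at the mean over all compounds plus 3 SD, cut at about 18% in these data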;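 also: higher means more holoenzyme dissociation and a rise in polarization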
Starred values were filed as active, the others as inactive; . = no result given.

SMILES | dFosB act | Arrestin-AP2 inh | PKA-R1A activ | Mot1-301 SUMO | SR-BI HDL uptake | NSD2 inh | DSG3 Ab inh | CDK5 p35 inh | SR-BI DiI-HDL act | MITF TRPM1 HTS | PKA-R2B activ
Cc1ccc(C(C2=C(O)CC(C)(C)CC2=O)C2C(=O)CC(C)(C)CC2=O)o1 (stereo not drawn) | -2.2 | 7.4 | -11.1 | -0.4 | 13.3 | 7.0 | 98.9 | -0.2 | -13.3 | -3.0 | -1.1
O=C(CSc1nnnn1-c1ccc(Cl)cc1)N1CCc2ccccc2C1 | -14.4 | -11.4 | -2.0 | -2.2 | -10.1 | -0.9 | 102.1 | -0.6 | 10.1 | -11.5 | -1.9
O=C(O)c1ccc(S(=O)(=O)c2ccc3c(c2)C(=O)N(Cc2ccco2)C3=O)cc1 | -3.7 | -3.5 | 8.8 | -6.4 | 7.2 | 0.8 | 82.7 | -2.0 | -7.2 | -1.2 | -3.8
Cc1ccc(CSc2ccc3nnc(-c4cccnc4)n3n2)cc1 | -12.2 | -0.9 | -4.2 | -14.0 | -5.4 | -0.1 | 112.4 | 5.0 | 5.4 | 16.3 | -5.8
O=C(Nc1nc2c(s1)CN(Cc1ccccc1)CC2)c1cccc(S(=O)(=O)N2CCc3ccccc32)c1 | 73.8* | -8.9 | -0.6 | 8.6 | 36.3 | -4.0 | 98.6 | 0.3 | -36.3 | -19.8 | -4.1
CS(=O)(=O)N(CC(=O)N1CCN(c2cccc(Cl)c2)CC1)c1cccc(F)c1 | -5.5 | 0.5 | -0.4 | 14.9 | -12.0 | -3.2 | 111.4 | 0.7 | 12.0 | 23.9 | 3.4
O=P(OC1CCCCC1)(OC1CCCCC1)C(O)c1ccc(Cl)cc1Cl (stereo not drawn) | -4.0 | -2.9 | -14.5 | -5.8 | 5.2 | 0.9 | 108.8 | -1.2 | -5.2 | . | -6.1
O=C(Nc1ccncc1)c1ccccc1-c1ccccc1 | 6.0 | 8.6 | -6.6 | -5.2 | 10.0 | 0.1 | 108.8 | -0.6 | -10.0 | -1.6 | -4.6
CCOC(=O)C1CCN(c2c(NCCCN3CCCCC3)c(=O)c2=O)CC1 | 5.5 | -3.7 | -3.7 | -9.6 | -8.7 | -2.7 | 86.3 | -1.9 | 8.7 | -5.3 | 6.5
COC(=O)c1ccccc1N(C)S(C)(=O)=O | 1.7 | 10.4 | 0.5 | 563.2* | 0.8 | -4.8 | 105.7 | 1.0 | -0.8 | -5.6 | -0.5
O=C1NCC(COc2ccc([N+](=O)[O-])cc2)O1 (stereo not drawn) | 4.9 | 32.0 | 6.2 | -4.6 | 0.3 | 0.6 | 95.3 | 0.5 | -0.3 | -1.7 | -19.8
Cc1ccc(NC(=O)CC2S/C(=N/c3nccs3)N(C)C2=O)c(C)c1 (stereo not drawn) | 9.6 | -5.0 | -6.1 | -12.5 | 51.1 | 9.9 | 116.3 | -4.5 | -51.1 | -10.6 | -6.6
COc1ccc(/C=C2\SC(=O)N(CCC(=O)Nc3ccc(S(=O)(=O)Nc4nccs4)cc3)C2=O)cc1 | 86.0* | 1.2 | 4.7 | 245.0 | 14.6 | -0.1 | 99.8 | 0.5 | -14.6 | -1.0 | 2.8
COC(=O)c1sccc1NC(=S)Nc1ccc(C)cc1 | -0.3 | 14.2 | 4.4 | 8.9 | 10.1 | -2.4 | 115.9 | 2.3 | -10.1 | 1.9 | 2.5
O=C(O)c1ccc(/C=C2\COc3ccccc3C2=O)cc1 | 1.4 | 7.8 | 0.5 | 132.8 | . | 1.1 | . | 5.0 | . | -8.8 | -9.9
Cc1c(OCC(=O)N[C@@H](CSCc2ccccc2)C(=O)O)ccc2c3c(c(=O)oc12)CCC3 | 3.0 | -0.9 | -6.0 | . | -10.2 | . | 92.1 | 0.9 | 10.2 | . | 2.5
O=C(CSc1nc2ccccc2s1)NC1CCCc2ccccc21 (stereo not drawn) | -3.7 | 6.1 | -3.1 | 17.7 | 14.1 | -0.9 | 110.6 | 1.4 | -14.1 | -2.3 | -4.2
Cc1noc(C)c1C(=O)N1CCC(CO)(Cc2ccccc2)CC1 | -1.2 | 10.4 | 5.8 | 5.3 | 1.3 | -4.1 | 97.1 | -2.8 | -1.3 | 2.7 | -2.3
CCOc1ccc(NC(=O)Nc2cnccn2)cc1 | -3.4 | 5.5 | -4.1 | -13.7 | 6.9 | -2.7 | 88.7 | -7.9 | -6.9 | 21.9 | -17.6
CN(C)c1ccc2c3c(ccc(N(C)C)c13)COC2 | 4.4 | 12.4 | 11.2 | 4.8 | -24.1 | 2.1 | 104.9 | -0.8 | 24.0 | -7.9 | 1.7
CC(C)Cn1c(NCCO)nc2ccccc21 | -4.7 | 2.5 | 10.9 | 3.3 | -7.1 | -0.8 | 99.3 | 0.4 | 7.1 | 1.3 | -7.9
COC(=O)c1ccccc1NC(=O)CSc1nnnn1CC(=O)O | 5.7 | 9.9 | 2.6 | 616.1* | -22.8 | -4.4 | 93.0 | -0.8 | 22.8 | 8.8 | -1.4
CC(C)Cc1nc2oc3c(N4CCN(CCO)CC4)ncnc3c2c2c1CCCC2 | -25.0 | -0.6 | -1.9 | -5.9 | 41.2 | 4.5 | 104.3 | -0.2 | -41.2 | 5.8 | -1.8
CSc1nc(C)c(Cc2ccccc2)c(=O)[nH]1 | 7.5 | -22.2 | -5.9 | 3.4 | 17.1 | -3.5 | 97.8 | 1.5 | -17.2 | 0.4 | 2.2
O=C(CCc1ccccc1)Nc1ccc(S(=O)(=O)NC2=NCCCCC2)cc1 | -2.6 | 22.1 | -4.2 | 13.3 | 8.1 | -0.7 | 102.2 | -1.8 | -8.1 | -5.8 | -0.4
COc1cccc(C(C(=O)NC2CCCCC2)N(CCN2CCOCC2)C(=O)C2COc3ccccc3O2)c1 (stereo not drawn) | -7.6 | 24.0 | -18.0 | -4.1 | 4.0 | -6.6 | 110.1 | -0.3 | -4.0 | -4.8 | -5.1
COc1ccc(C2CC(c3ccccc3)=NN2C(=O)CSc2nnnn2-c2cccc(C)c2)cc1 (stereo not drawn) | -4.9 | -4.0 | 0.4 | 5.2 | -18.0 | -1.5 | 92.8 | 0.8 | 18.0 | -14.0 | -7.3
CN(C)CCNS(=O)(=O)c1ccc2c3c(cccc13)C(=O)N2 | 5.9 | 6.4 | 3.9 | -0.6 | -19.0 | 4.4 | 130.5 | 0.4 | 19.0 | . | 4.7
CSc1c(-c2ccccn2)c(N)nn1C(=O)C1CCC1 | 0.5 | 15.5 | 3.7 | 19.2 | -7.6 | -8.1 | 115.4 | 0.6 | 7.6 | 3.2 | 4.7
CCOC(=O)c1c(C2CC2)csc1NC(C)=O | -7.7 | 21.9 | -6.2 | -11.3 | -21.3 | 3.8 | 83.0 | 0.3 | 21.3 | . | -3.5
CC(C)(C)OC(=O)N[C@H](Cc1ccccc1)C(=O)N1CCC[C@@H]1C(=O)O | -10.1 | -11.7 | 11.8 | 0.3 | -7.0 | -1.0 | 109.9 | -0.2 | 7.0 | -4.6 | -1.6
C=CCNC(=O)C1CCC(C(=O)NCC=C)CC1 (stereo not drawn) | -8.7 | -10.7 | -5.7 | -25.0 | . | 3.6 | 87.9 | -0.6 | . | 8.0 | -6.7
COc1ccccc1CCNC(=O)c1cccc(S(=O)(=O)N2CCc3ccccc3C2)c1 | -5.4 | 3.9 | -0.1 | 7.1 | 58.4 | -2.6 | 102.4 | -1.0 | -58.4 | 8.4 | 2.0
COc1ccc(/C=C/c2c(-c3ccc(OC)cc3)oc3ccc(-c4ccc(OC)cc4)cc23)cc1 | -7.3 | 5.1 | -0.9 | -2.9 | 16.7 | . | 105.9 | -4.6 | -16.7 | -5.6 | -6.9
CCC(=O)Nc1cccc(-c2nnc(-c3ccccc3)o2)c1 | -40.5 | 3.4 | -5.3 | 78.9 | -2.5 | 0.0 | 89.8 | -1.3 | 2.5 | 100.1* | -0.1
CC(C)CNC(=O)c1ccccc1NC(=O)c1ccccc1N(C)S(C)(=O)=O | -5.9 | 6.8 | -5.6 | -2.9 | 24.4 | 0.3 | 103.9 | -2.1 | -24.4 | -3.9 | -2.6
COc1ccc(NC(=O)CN(c2cc(C)cc(C)c2)S(=O)(=O)c2c(C)noc2C)cc1 | 3.0 | -1.4 | -3.0 | . | -8.1 | . | 106.1 | 0.3 | 8.1 | -4.8 | -1.9
COc1ccc(N2CCN(C(=O)c3ccc(SC)cc3OC)CC2)cc1 | -2.5 | 0.6 | -9.2 | 2.6 | -38.7 | 4.2 | 105.0 | 0.3 | 38.7 | -17.5 | 1.7
COc1ccc(CCNC(=O)CC2SC(=NCc3ccccc3OC)NC2=O)cc1 (stereo not drawn) | -14.1 | 16.1 | 5.2 | -11.2 | 32.8 | -2.1 | 118.3 | 0.1 | -32.8 | -0.5 | 3.0
Cc1cc(=O)oc2c(C)c(OCC(=O)c3ccccc3)ccc12 | 0.1 | 30.9 | 8.5 | 19.3 | 16.8 | . | 103.2 | -0.2 | -16.8 | 10.3 | -3.6
COc1ccccc1NC(=O)CCSc1nc(C)cc(C)n1 | 2.4 | 16.6 | 5.4 | -12.3 | -16.0 | 27.7 | 112.2 | -0.1 | 16.0 | 2.1 | -11.1
COc1ccc(/C=C(\NC(=O)c2ccc(C)cc2)C(=O)NCCCn2ccnc2)cc1OC | -7.0 | 21.8 | 2.0 | 5.7 | -11.5 | -8.1 | . | -0.7 | 11.5 | 3.4 | 2.8
COc1ccc(CNC(=O)C2CCCN(C(=O)Nc3ccc(OC)cc3)C2)cc1 (stereo not drawn) | -10.2 | 26.5 | 6.2 | 21.2 | . | 39.5 | 97.0 | -2.0 | . | 2.7 | 0.9

Rows were taken by chance; 4.7% or so of the library scored in one or more.
